Source: PubChem BioAssay
DNA FID counter: counter-screen for HCV NS3 helicase inhibitors: DNA intercalator displacement | DNA fluorescent intercalator displacement, fluorescence | inhibition, % at 7.9 µM | hit rate 0.17% among 290,000 | AID 1845; in the data active = inhibition above about 37%;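 also: 0% = vehicle and 100% = reference compound; higher means more ethidium bromide displaced from hairpin DNA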
CRFBP-R2 agonist: CRF-BP/CRF-R2 complex agonism. HEK293 CRF-R2/CRF-BP, calcium dye fluorescence (FLIPR); percent of saturating CRF peptide response. activation, % at 13.2 µM. AID 588473. hit rate 0.46% among 350,000;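 active = activation of at least 50%, plus an integration ratio under a set limit after plate pattern correction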;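 also: plate controls were neutral control wells without compound for no effect and CRF at EC100 for full effect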
NS3 helicase inh: blocks Hepatitis C virus NS3 helicase unwinding; NS3 helicase DNA unwinding, Cy5 molecular beacon fluorescence; inhibition, % at 10.9 µM; hit rate 0.56% among 290,000; AID 1800;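 active = inhibition above the mean of all tested compounds plus 3 SD, set per campaign, cut at about 35% in these data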;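 also: 0% = DMSO wells and 100% = thioflavine S control wells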
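test system = hepatitis C virus NS3 helicase domain fragment enzyme | reagent = annealed dual-labelled DNA beacon duplex, ATP-started | times = 1 h at 25 °C | detection = Cy5 fluorescence, 0 and 60 min reads | read-out basis = percent inhibition from t60/t0 fluorescence ratio | control set = DMSO and thioflavine S | replication = one well per compound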
GalR3 antagonist: antagonists of human GalR3; O60755; HEK293 GalR3-CNG cAMP membrane potential fluorescence; galR3 body fused to GalR1 C-terminus; inhibition, % at 3 µM; hit rate 0.44% among 360,000; AID 651719;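 active = inhibition above the screen-wide average plus 3 SD, cut at about 13% in these data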;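 also: forskolin and galanin both at EC90 stimulate the cells; cAMP rise reported by CNG channel membrane potential dye signal; 0% = forskolin plus galanin with DMSO and 100% = forskolin alone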
Target sequence (O60755 1-299 limits assumed): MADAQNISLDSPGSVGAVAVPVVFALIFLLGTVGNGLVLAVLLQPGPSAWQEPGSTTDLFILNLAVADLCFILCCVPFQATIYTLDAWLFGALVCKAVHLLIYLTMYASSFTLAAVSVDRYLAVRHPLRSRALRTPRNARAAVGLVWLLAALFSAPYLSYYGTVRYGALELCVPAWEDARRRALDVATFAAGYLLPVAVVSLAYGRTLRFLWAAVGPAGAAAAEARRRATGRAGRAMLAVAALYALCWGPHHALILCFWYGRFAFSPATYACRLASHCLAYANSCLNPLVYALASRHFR
CRFBP-R2 block: blocks CRF-induced signaling of the CRF-BP/CRF-R2 complex; HEK293 CRF-R2/CRF-BP, CRF-induced calcium fluorescence; inhibition, % at 11.8 µM; hit rate 0.59% among 350,000; AID 588475;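 active = inhibition of the ligand-induced calcium signal above about 50% at the single tested concentration, limit read from the data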
MEKK2wt PB1 HTS: raises or lowers MEK5 binding to wildtype human MEKK2 PB1 domain | Q9Y2U5 | bead flow cytometry, Alexa488-MEK5 binding to MEKK2 WT; actives lie on both sides | binding response (% of control), % at 10 µM | hit rate 1.1% among 290,000; in the data active = binding response below about 67% or above about 130%
MEKK2 mut-MEK5: signal of MEK5 binding to mutant human MEKK2 PB1 domain; bead flow cytometry, Alexa488-MEK5 binding to MEKK2 mutant; percent response, % at 10 µM; hit rate 0.35% among 290,000; AID 1530; in the data active = percent response above about 24%, passing the limit was not always enough; also: inactives centre near 1; some results filed as inactive read as strong as hits
UBC9 SUMO inh: inhibitors of human SUMOylation (UBC9); P63279; hit rate 0.36% among 290,000; inhibition, % at 35 µM; AID 2006; HTRF SUMOylation assay, SAE1/SAE2 + UBC9, in vitro; in the data active = inhibition above about 50%, passing the limit was not always enough; also: strong numbers were not always called active
MEKK3 PB1 HTS: raises or lowers MEK5 binding to the human MEKK3 PB1 domain; Q99759; bead-based flow cytometry, Alexa488-MEK5 binding to MEKK3; actives lie on both sides; 0 = blocked by unlabeled MEK5, 100 = vehicle; binding response (% of control), % at 10 µM; hit rate 1.4% among 290,000; AID 1529;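 active = binding response more than 3 SD above or below the average of its plate-row segment, actives on both sides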;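 also: Alexa488 bead fluorescence after subtracting the streptavidin-only scavenger bead signal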
Target sequence (Q99759 whole entry, looked up, the tested form may be a part): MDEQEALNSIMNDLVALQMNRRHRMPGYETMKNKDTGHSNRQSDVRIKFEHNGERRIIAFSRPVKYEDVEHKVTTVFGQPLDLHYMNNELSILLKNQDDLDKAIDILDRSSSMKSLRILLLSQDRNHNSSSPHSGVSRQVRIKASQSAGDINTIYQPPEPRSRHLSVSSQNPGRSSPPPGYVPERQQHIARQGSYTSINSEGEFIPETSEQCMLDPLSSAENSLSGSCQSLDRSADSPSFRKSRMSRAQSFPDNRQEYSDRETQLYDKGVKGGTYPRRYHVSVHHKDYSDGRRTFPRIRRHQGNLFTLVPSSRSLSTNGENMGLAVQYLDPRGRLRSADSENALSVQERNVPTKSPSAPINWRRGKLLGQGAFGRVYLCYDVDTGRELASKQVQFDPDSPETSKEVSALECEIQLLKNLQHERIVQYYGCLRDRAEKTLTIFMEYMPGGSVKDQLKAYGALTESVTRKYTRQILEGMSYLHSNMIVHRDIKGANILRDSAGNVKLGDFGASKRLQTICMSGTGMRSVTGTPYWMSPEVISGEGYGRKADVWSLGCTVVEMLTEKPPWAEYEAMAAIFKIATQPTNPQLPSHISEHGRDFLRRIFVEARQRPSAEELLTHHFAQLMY
The depositor's hits bear a star. A portion of the library; count on the stated rates, not on these rows.

What do the screens show for `Cc1c(F)cccc1NS(=O)(=O)c1ccc2c(c1)c(=O)n(C)c(=O)n2C`?
DNA FID counter: -12; CRFBP-R2 agonist: -1.7; NS3 helicase inh: -3; GalR3 antagonist: 2; CRFBP-R2 block: 23; MEKK2wt PB1 HTS: 98; MEKK2 mut-MEK5: 2; UBC9 SUMO inh: 0; MEKK3 PB1 HTS: 100

Results for Cc1ccc(/C=N/NC(=O)c2cccc(NC(=O)c3ccccc3Cl)c2)o1 ?
DNA FID counter: -20; CRFBP-R2 agonist: -0.6; NS3 helicase inh: -13; GalR3 antagonist: -12; CRFBP-R2 block: -9; MEKK2wt PB1 HTS: 99; MEKK2 mut-MEK5: -2; UBC9 SUMO inh: 25; MEKK3 PB1 HTS: 104

Results for CCOC(=O)N1CCC(NC(=O)CCC(=O)c2ccccc2)CC1 ?
DNA FID counter: -8; CRFBP-R2 agonist: 0.2; NS3 helicase inh: -1; GalR3 antagonist: -7; CRFBP-R2 block: -5; MEKK2wt PB1 HTS: 96; MEKK2 mut-MEK5: -1; UBC9 SUMO inh: 12; MEKK3 PB1 HTS: 94

How did CC(=O)c1ccc(Nc2cc(C)nc3ncnn23)cc1 do in these assays?
DNA FID counter: -1; CRFBP-R2 agonist: 1.2; NS3 helicase inh: 14; GalR3 antagonist: -5; CRFBP-R2 block: 6; MEKK2wt PB1 HTS: 109; MEKK2 mut-MEK5: 4; UBC9 SUMO inh: 9; MEKK3 PB1 HTS: 108

What do the screens show for `CCCC(=O)Nc1nc(C)c(-c2csc(Nc3ccc(Cl)cc3)n2)s1`?
DNA FID counter: 5; CRFBP-R2 agonist: -0.1; NS3 helicase inh: 11; GalR3 antagonist: -3; CRFBP-R2 block: -15; MEKK2wt PB1 HTS: 112; MEKK2 mut-MEK5: 5; UBC9 SUMO inh: 13; MEKK3 PB1 HTS: 103

Results for Cc1ccc(C)c(N2CCN(C(=O)c3cn(C)c4ccc(S(=O)(=O)N(C)C)cc4c3=O)CC2)c1 ?
DNA FID counter: -36; CRFBP-R2 agonist: -0.7; NS3 helicase inh: -4; CRFBP-R2 block: -11; MEKK2wt PB1 HTS: 112; MEKK2 mut-MEK5: 7; UBC9 SUMO inh: 0; MEKK3 PB1 HTS: 107

How did CCc1ccc(CN(C)C(=O)c2cc(COc3ccc(-n4cncn4)cc3)on2)cc1 do in these assays?
DNA FID counter: -43; CRFBP-R2 agonist: 0.5; NS3 helicase inh: -24; GalR3 antagonist: -3; CRFBP-R2 block: 3; MEKK2wt PB1 HTS: 104; MEKK2 mut-MEK5: 2; UBC9 SUMO inh: -8; MEKK3 PB1 HTS: 105

How did COC(=O)c1ccccc1NC(=O)c1nc(S(=O)(=O)Cc2ccccc2)ncc1Cl do in these assays?
DNA FID counter: -3; CRFBP-R2 agonist: -0.9; NS3 helicase inh: -2; GalR3 antagonist: 1; CRFBP-R2 block: 54*; MEKK2wt PB1 HTS: 97; MEKK2 mut-MEK5: 3; UBC9 SUMO inh: 2; MEKK3 PB1 HTS: 100

How did CCN(CC)C(=O)CN1C(=O)C(=O)c2ccccc21 do in these assays?
DNA FID counter: 1; CRFBP-R2 agonist: 1.4; NS3 helicase inh: 5; GalR3 antagonist: -4; CRFBP-R2 block: -40; MEKK2wt PB1 HTS: 92; MEKK2 mut-MEK5: -3; UBC9 SUMO inh: -9; MEKK3 PB1 HTS: 103

How did COc1ccccc1NC(=O)c1cc2c(CO)cnc(C)c2oc1=Nc1cc(OC)c(OC)c(OC)c1 do in these assays?
DNA FID counter: -9; CRFBP-R2 agonist: -2.5; NS3 helicase inh: -2; GalR3 antagonist: -10; CRFBP-R2 block: 21; MEKK2wt PB1 HTS: 98; MEKK2 mut-MEK5: -1; UBC9 SUMO inh: -17; MEKK3 PB1 HTS: 102

What do the screens show for `CCCSC1C(C)=C(C)C(=O)N1Cc1ccccc1` (stereo unspecified)?
DNA FID counter: -22; CRFBP-R2 agonist: 0.5; NS3 helicase inh: 1; GalR3 antagonist: -2; CRFBP-R2 block: 0; MEKK2wt PB1 HTS: 102; MEKK2 mut-MEK5: 4; UBC9 SUMO inh: 12; MEKK3 PB1 HTS: 105

How did COc1ccc(NC(=O)CCN2C(=O)C3C4CCC(C4)C3C2=O)cc1 (stereo unspecified) do in these assays?
DNA FID counter: -2; CRFBP-R2 agonist: -0.2; NS3 helicase inh: -1; GalR3 antagonist: -2; CRFBP-R2 block: 4; MEKK2wt PB1 HTS: 102; MEKK2 mut-MEK5: -1; UBC9 SUMO inh: 0; MEKK3 PB1 HTS: 100

What do the screens show for `Cc1ccc(O)c(C(=O)c2cnc3c(c2)CN(CCC(C)C)C(=O)N3)c1`?
DNA FID counter: -8; CRFBP-R2 agonist: 0.1; NS3 helicase inh: 1; GalR3 antagonist: -3; CRFBP-R2 block: -2; MEKK2wt PB1 HTS: 105; MEKK2 mut-MEK5: 1; UBC9 SUMO inh: 43; MEKK3 PB1 HTS: 107

How did Cc1ccc2cc(CN(CC3CCCO3)C(=S)NCc3ccco3)c(=O)[nH]c2c1C (stereo unspecified) do in these assays?
DNA FID counter: -30; CRFBP-R2 agonist: -1.5; NS3 helicase inh: -7; GalR3 antagonist: 6; CRFBP-R2 block: -12; MEKK2wt PB1 HTS: 95; MEKK2 mut-MEK5: -1; UBC9 SUMO inh: 17; MEKK3 PB1 HTS: 97

Results for CCN(CC)C(=O)C1CC(=O)OC12CCCCC2 (stereo unspecified) ?
DNA FID counter: -1; CRFBP-R2 agonist: 1.4; NS3 helicase inh: -15; GalR3 antagonist: 0; CRFBP-R2 block: 0; MEKK2wt PB1 HTS: 102; MEKK2 mut-MEK5: -2; UBC9 SUMO inh: -34; MEKK3 PB1 HTS: 104

Results for CCOC(=O)C(C)Sc1ncnc2c1c(-c1ccccc1)cn2-c1ccc(OC)cc1 (stereo unspecified) ?
DNA FID counter: -14; CRFBP-R2 agonist: -1.2; NS3 helicase inh: -4; GalR3 antagonist: -4; CRFBP-R2 block: -2; MEKK2wt PB1 HTS: 106; MEKK2 mut-MEK5: 33; UBC9 SUMO inh: -8; MEKK3 PB1 HTS: 110

What do the screens show for `CC(=O)N1C(=O)NC2=C(C(=O)CCC2)C1c1cccc([N+](=O)[O-])c1` (stereo unspecified)?
DNA FID counter: 2; CRFBP-R2 agonist: -0.2; NS3 helicase inh: -1; GalR3 antagonist: -9; CRFBP-R2 block: -2; MEKK2wt PB1 HTS: 99; MEKK2 mut-MEK5: 1; UBC9 SUMO inh: -5; MEKK3 PB1 HTS: 99

How did N/C(CCS(=O)(=O)c1ccc(Cl)cc1)=N\OC(=O)c1ccccc1C(F)(F)F do in these assays?
DNA FID counter: -21; CRFBP-R2 agonist: -0.9; NS3 helicase inh: -8; GalR3 antagonist: -8; CRFBP-R2 block: 5; MEKK2wt PB1 HTS: 104; MEKK2 mut-MEK5: 2; UBC9 SUMO inh: -1; MEKK3 PB1 HTS: 105

How did Cc1cccc(C(=O)NNc2ncnc3c2cnn3C)c1 do in these assays?
DNA FID counter: 1; CRFBP-R2 agonist: 1.7; NS3 helicase inh: 1; GalR3 antagonist: 1; CRFBP-R2 block: 10; MEKK2wt PB1 HTS: 101; MEKK2 mut-MEK5: 3; UBC9 SUMO inh: -4; MEKK3 PB1 HTS: 107

What do the screens show for `COC(=O)c1ccc2nc(NC(=O)C3CCCCC3)sc2c1`?
DNA FID counter: 0; CRFBP-R2 agonist: 2.9; NS3 helicase inh: -1; GalR3 antagonist: -2; CRFBP-R2 block: -77; MEKK2wt PB1 HTS: 95; MEKK2 mut-MEK5: -2; UBC9 SUMO inh: 12; MEKK3 PB1 HTS: 97

How did CCOC(=O)c1ccc(NC(=S)Nc2cccc(N)n2)cc1 do in these assays?
DNA FID counter: -2; CRFBP-R2 agonist: 0.0; NS3 helicase inh: -12; GalR3 antagonist: -5; CRFBP-R2 block: -3; MEKK2wt PB1 HTS: 84; MEKK2 mut-MEK5: -19; UBC9 SUMO inh: -16; MEKK3 PB1 HTS: 82

What do the screens show for `COc1ccc(N2CCN(C(=S)NC(C)c3ccccc3)CC2)cc1` (stereo unspecified)?
DNA FID counter: -19; CRFBP-R2 agonist: -1.0; NS3 helicase inh: -2; GalR3 antagonist: -5; CRFBP-R2 block: 13; MEKK2wt PB1 HTS: 101; MEKK2 mut-MEK5: 4; UBC9 SUMO inh: -8; MEKK3 PB1 HTS: 103

Results for Cn1c(Cn2nnc3ccccc32)nnc1SCC(=O)N1CCc2ccccc21 ?
DNA FID counter: -5; CRFBP-R2 agonist: -7.3; NS3 helicase inh: 0; GalR3 antagonist: -2; CRFBP-R2 block: 17; MEKK2wt PB1 HTS: 97; MEKK2 mut-MEK5: -3; UBC9 SUMO inh: -16; MEKK3 PB1 HTS: 98

Results for CS(=O)(=O)Oc1ccc2c(c1)O/C(=C\c1cccc([N+](=O)[O-])c1)C2=O ?
DNA FID counter: 6; CRFBP-R2 agonist: -2.2; NS3 helicase inh: -4; GalR3 antagonist: -7; CRFBP-R2 block: -1; MEKK2wt PB1 HTS: 101; MEKK2 mut-MEK5: 2; UBC9 SUMO inh: 3; MEKK3 PB1 HTS: 103

Results for O=S(=O)(c1ccc2nc(N3CCN(c4ccccc4F)CC3)ccc2c1)N1CCCCC1 ?
DNA FID counter: -6; CRFBP-R2 agonist: 1.3; NS3 helicase inh: 1; GalR3 antagonist: -6; CRFBP-R2 block: -2; MEKK2wt PB1 HTS: 96; MEKK2 mut-MEK5: 0; UBC9 SUMO inh: 6; MEKK3 PB1 HTS: 98

What do the screens show for `O=C1c2ccccc2C(=O)N1OCc1ccccc1`?
DNA FID counter: 4; CRFBP-R2 agonist: -1.7; NS3 helicase inh: -1; GalR3 antagonist: -5; CRFBP-R2 block: 7; MEKK2wt PB1 HTS: 101; MEKK2 mut-MEK5: -3; UBC9 SUMO inh: 3; MEKK3 PB1 HTS: 100

What do the screens show for `O=C(NCCN1C(=O)C2C3C=CC(C3)C2C1=O)NCc1ccccc1` (stereo unspecified)?
DNA FID counter: -4; CRFBP-R2 agonist: -1.7; NS3 helicase inh: 3; GalR3 antagonist: 0; CRFBP-R2 block: 13; MEKK2wt PB1 HTS: 97; MEKK2 mut-MEK5: 1; UBC9 SUMO inh: 4; MEKK3 PB1 HTS: 97

Results for CSc1nc(N2CCN(Cc3ccc4c(c3)OCO4)CC2)c2ccccc2n1 ?
DNA FID counter: -10; CRFBP-R2 agonist: 0.6; NS3 helicase inh: -16; CRFBP-R2 block: 6; MEKK2wt PB1 HTS: 107; MEKK2 mut-MEK5: 1; UBC9 SUMO inh: -11; MEKK3 PB1 HTS: 102

How did CCCSc1cc(N2CCN(C)CC2)nc(-c2ccc(OC)cc2)n1 do in these assays?
DNA FID counter: 9; CRFBP-R2 agonist: 1.0; NS3 helicase inh: -23; GalR3 antagonist: -4; CRFBP-R2 block: 7; MEKK2wt PB1 HTS: 132; MEKK2 mut-MEK5: 7; UBC9 SUMO inh: -4; MEKK3 PB1 HTS: 105
